Compound activity from PubChem.
Furin inhibitor = inhibitors of human furin; P09958; purified furin, fluorogenic substrate cleavage; inhibition, % at 30 µM; 0.061% of 220,000 active; AID 463115; in the data active means inhibition above about 25%; further: inactives centre near -15
KLK5 inh = kallikrein 5 (human) inhibition. recombinant hK5, fluorogenic AMC substrate cleavage. inhibition, % at 5 µM. 0.59% of 210,000 active. AID 873;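 active means inhibition of 40% or more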;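 further: 0% = enzyme controls without compound and 100% = no-enzyme blanks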
FXIa inh = factor XIa (human) inhibition; inhibition, % at 5 µM; 0.14% of 220,000 active; purified FXIa, Boc-Glu-Ala-Arg-AMC fluorogenic substrate;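 active means inhibition of at least 40%; inactive means inhibition below 40%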;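 further: fluorescence of freed AMC excited at 355 nm; 0% = enzyme without compound and 100% = no enzyme blank; many of its hits are not listed in these tables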
PERK inh = inhibitors of human PERK kinase; Q9NZJ5; CHO PERK-DD fusion, SEAP luminescence translation reporter; inhibition, % at 5.6 µM; 0.17% of 220,000 active; AID 1416;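 active means inhibition above the mean inhibition of all tested compounds plus 3 SD, set separately per screening campaign, cut at about 2.9% in these data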;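 further: PERK kinase domain activated by AP20187 dimerizer at 100 nM; 0% = DMSO with dimerizer and 100% = rapamycin at 8.4 µM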
Rad51 HR inh = blocks human Rad51 in homologous recombination | hRad51 DNA strand exchange, fluorescence dequenching | inhibition, % at 10 µM | 0.085% of 200,000 active | AID 1385;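 active means inhibition above 40% at the single screening dose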;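 further: 0% = DMSO control wells and 100% = blanks with heterologous ssDNA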
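Test system: preformed human Rad51 ssDNA filaments. Compound dosing: single dose, 10 µM final compound. Incubation: filaments 15 min 37 °C, then compound 30 min. Technique: FRET fluorescence dequenching, excitation 485 nm, emission 520 nm. Read-out basis: percent inhibition from fluorescence, normalised to plate control and blank means. Benchmarks: plate controls and plate blanks.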
KCC2 mod = modulates chloride dependent transport by human KCC2; Q9H2X9; KCC2 cells, thallium flux FluoZin-2 fluorescence; B-score of Tl+ flux slope (higher = more flux/activation; lower = inhibition) at 10 µM; 2.2% of 190,000 active; AID 1456;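 active means thallium flux slope and its plate-corrected score both differing from the plate sample mean at a set confidence after two filtering rounds, in either direction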;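 further: slope of fluorescence scaled to starting intensity during 10 to 20 s after thallium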
Target sequence (Q9H2X9 whole entry, looked up): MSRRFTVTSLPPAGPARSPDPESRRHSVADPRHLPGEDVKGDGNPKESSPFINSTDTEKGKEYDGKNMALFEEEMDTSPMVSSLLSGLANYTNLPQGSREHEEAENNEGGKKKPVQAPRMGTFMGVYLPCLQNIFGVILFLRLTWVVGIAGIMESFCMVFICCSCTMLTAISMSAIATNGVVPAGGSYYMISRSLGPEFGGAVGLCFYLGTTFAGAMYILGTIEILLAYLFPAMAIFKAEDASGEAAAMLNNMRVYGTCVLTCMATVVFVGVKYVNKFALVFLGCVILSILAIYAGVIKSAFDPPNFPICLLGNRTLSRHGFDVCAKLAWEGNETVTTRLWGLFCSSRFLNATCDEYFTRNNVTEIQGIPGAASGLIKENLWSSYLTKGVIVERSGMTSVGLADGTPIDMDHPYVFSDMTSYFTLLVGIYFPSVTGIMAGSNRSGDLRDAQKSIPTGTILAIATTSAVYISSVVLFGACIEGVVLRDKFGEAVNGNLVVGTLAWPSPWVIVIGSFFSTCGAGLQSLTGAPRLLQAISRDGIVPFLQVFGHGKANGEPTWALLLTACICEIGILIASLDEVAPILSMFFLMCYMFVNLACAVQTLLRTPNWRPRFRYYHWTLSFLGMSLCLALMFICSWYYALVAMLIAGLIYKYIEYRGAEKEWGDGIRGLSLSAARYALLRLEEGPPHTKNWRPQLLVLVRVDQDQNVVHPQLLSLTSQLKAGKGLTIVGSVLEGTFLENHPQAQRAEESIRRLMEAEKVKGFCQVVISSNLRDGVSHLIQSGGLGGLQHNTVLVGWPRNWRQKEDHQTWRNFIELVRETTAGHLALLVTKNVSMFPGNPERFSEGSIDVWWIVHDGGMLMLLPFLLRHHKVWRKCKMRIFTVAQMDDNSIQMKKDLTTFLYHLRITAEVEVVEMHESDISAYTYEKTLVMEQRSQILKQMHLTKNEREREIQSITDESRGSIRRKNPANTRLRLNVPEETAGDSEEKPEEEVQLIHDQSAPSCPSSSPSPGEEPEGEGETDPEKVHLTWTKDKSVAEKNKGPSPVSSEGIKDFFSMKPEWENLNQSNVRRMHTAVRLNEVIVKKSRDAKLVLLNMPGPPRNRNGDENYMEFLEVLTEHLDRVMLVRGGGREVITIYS
FXIIa inh = blocks human coagulation factor XIIa protease activity; inhibition, % at 5 µM; purified FXIIa, Boc-QGR-AMC fluorogenic substrate, 2 h; 0.3% of 220,000 active; P00748; in the data active means inhibition above about 40%;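 further: 0% = enzyme with no compound and 100% = blank without enzyme; many of its hits are not listed in these tables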
m-calpain inh = inhibitors of pig calpain II; purified calpain II, fluorogenic peptide substrate, 30 min; inhibition, % at 16 µM; 0.37% of 220,000 active;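 active means inhibition above about 50%, limit read from the data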
thrombin 1536 = inhibitors of human thrombin | P00734 | alpha-thrombin, Boc-VPR-AMC fluorogenic substrate cleavage | inhibition, % at 5 µM | 0.26% of 220,000 active | AID 1046;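 active means inhibition at or above 40%; inactive means inhibition below 40%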;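 further: 0% = enzyme with no compound and 100% = wells without enzyme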
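Material: human alpha-thrombin protein; Also added: Boc-VPR-AMC substrate, 15 µM final; Timing: enzyme reaction carried out at room temperature; Signal: fluorescence, ex 355 nm, em 460 nm; Measure: % inhibition of thrombin; Controls: enzyme without compound as high, wells lacking enzyme as low.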
* marks the source's active call; other numbers are inactive results; · = not tested or not shown; [ ] = remark or other dose. Some of the compounds tested; count on the stated rates, not on these rows.

entry	molecule	Furin inhibitor	KLK5 inh	FXIa inh	PERK inh	Rad51 HR inh	KCC2 mod	FXIIa inh	m-calpain inh	thrombin 1536
1	CC1(C)N=c2ccc([N+](=O)[O-])c(N)c2=[N+]1[O-]	10	22	40*	-1.1	-10	-0.039	24	24	20
2	CCCN1C(=O)/C(=N\OCC(=O)NC23CC4CC(CC(C4)C2)C3)c2ccccc21	-11	-1	8	-0.1	9	0.079	10	18	-1
3	COc1ccc(/C=N/Nc2nc(-c3ccc(C)cc3)c(NC(C)=O)s2)cc1	-15	6	6	-0.1	·	-0.51	12	-17	-5
4	N/C(=N\OC(=O)c1ccc([N+](=O)[O-])cc1)c1cccnc1	-25	-7	3	1.2	11	0.32	8	-11	-7
5	CSCCNC(C)=O	-25[20 µM]	3	13	0.8	1	-0.3	21	6	0
6	COc1cc2c(cc1OC)CC(=O)N(C)CC2	-12	-14	-4	2.3	9	·	6	11	-4
7	CC(=O)Nc1nc(-c2ccc3c(c2)OCO3)cs1	-3	5	3	0.4	·	0.93	11	-8	5
8	COC(=O)c1ccccc1N(C)C(=O)C12CCC(C)(C(=O)O1)C2(C)C (stereo unspecified)	-6[20 µM]	-15	-8	-0.4	·	·	0	27	5
9	CC(=O)Nc1sc(N/N=C/c2ccccc2F)nc1-c1ccc(C)cc1	-17	10	6	-0.5	18	0.17	16	-13	6
10	O=C(Nc1nc(-c2cccs2)cs1)c1ccco1	-15	0	6	0.4	5	-0.79	8	-18	62*
11	Cc1[nH][nH]c(=O)c1N=Nc1ccc(Cl)cc1	-14	4	1	0.2	26	-0.27	5	-29	2
12	CCOC(=O)Cn1c(=NC(=O)c2cccs2)sc2cc(C(=O)OC)ccc21	-10	-15	-1	-0.4	2	-1.2	3	-91	-9
13	CCCNC(=O)NS(=O)(=O)c1cnccc1Sc1ccc(Cl)cc1	-13[20 µM]	-13	-8	0.7	9	0.47	-2	-35	-5
14	CCC(=O)Nc1ccc(N2CCOCC2)c(S(=O)(=O)Nc2ccc(OC)cc2)c1	-8	-5	-7	-0.2	-2	1.3	·	30	-6
15	CCCCN(CCCC)CCNC(=O)CNC(=O)c1cccs1	-13[20 µM]	0	2	0.2	-4	-0.24	13	-5	-6
16	COc1ccc(C(=O)Nc2nnc(Cc3cccs3)s2)cc1OC	-10	-6	-1	-1.2	-3	·	14	-35	-2
17	CCOC(=O)C1=C(C)NC(SCC(=O)OC)=C(C#N)C1c1ccc(C(=O)OC)cc1 (stereo unspecified)	-20	1	0	0.4	-4	·	-2	-10	-1
18	O=C(c1ccccc1)N1CCC(c2nc(-c3ccc(S(=O)(=O)N4CCOCC4)cc3)no2)CC1	-4[20 µM]	3	2	0.6	-1	-0.027	13	21	3
19	CCCn1nnc(NC(=O)c2cccc(OCC(C)C)c2)n1	-14	-6	-14	-0.2	2	-0.62	6	-24	-4
20	CC1(c2nnc(-c3ccncc3)o2)CC(c2c(Cl)cccc2Cl)=NO1 (stereo unspecified)	-10	3	2	·	4	-0.037	7	16	-1
21	O=S(=O)(/C=C/c1ccccc1)N1CCN(c2cccc(Cl)c2)CC1	0[20 µM]	15	1	0.2	-8	0.023	16	-10	0
22	COc1ccc(/C=N/Nc2nc(-c3cccc(S(=O)(=O)N4CCCC4)c3)cs2)cc1OC	-30	-14	1	-1.3	-7	-2	9	-76	-5
23	CCO[C@H]1OC(C(=O)NCc2nc3ccccc3[nH]2)=C[C@@H](c2csc3ccccc23)[C@@H]1CCCO	-22	-2	-2	0.1	-4	-1.4	6	-128	-5
24	O=C(N/N=C\c1ccc(CNS(=O)(=O)c2ccc(Cl)cc2)o1)C(=O)Nc1ccc(Oc2ccccc2)cc1	-4	-9	4	0.9	-11	0.031	8	20	-5
25	O=C(C[n+]1cc(-c2ccccc2)n2c1CCC2)N1c2ccccc2Sc2ccccc21	-24	-3	-6	0.4	3	-1.3	4	-1	0
26	COc1ccc(CCNC(=O)C2CCN(S(C)(=O)=O)CC2)cc1	-12[20 µM]	-4	4	0.7	3	-3.4*	-1	-25	-8
27	Cn1cc(S(=O)(=O)N2CCC3(CC2)OCCO3)c(=O)n(C)c1=O	-3	2	6	2.0	2	-0.68	9	13	4
28	NC(=O)C[C@@H]1N[C@]2(C(=O)Nc3ccccc32)[C@@H]2C(=O)N(c3cc(C(F)(F)F)ccc3Cl)C(=O)[C@H]12	-1	-17	0	1.5	1	·	10	26	-2
29	CN(C(=O)COC(=O)c1nc(-c2ccccc2)n(-c2ccccc2)n1)C1CCS(=O)(=O)C1 (stereo unspecified)	-8	-4	3	0.4	-1	0.12	5	-13	2
30	CSc1nc2ccsc2c(=O)n1-c1ccccn1	-18	-1	-4	0.3	7	0.54	4	-7	-9
31	CCCN(CCC)C(=O)CC(c1ccccc1)C1CCOC(C)(C)C1 (stereo unspecified)	-19	-7	-4	0.7	-1	-0.57	6	-14	-4
32	Cc1cccc(C)c1N1CC(=O)N(c2c(C)cccc2C)CC1=O	-8[20 µM]	-19	5	0.4	-2	0.23	13	11	1
33	CC1(C)CC(=O)C(C=Nc2ccc3[nH]ncc3c2)=C(O)C1	9	14	2	0.3	9	·	13	-61	6
34	O=C1CCC2CCCCC2(O)O1 (stereo unspecified)	-22	-2	-6	1.4	14	-0.17	-4	11	-4
35	CC(=O)NCCOC(=O)Nc1sc(=S)n(C)c1C	-17[20 µM]	-14	-6	-0.4	-2	0.81	5	-12	-2
36	O=C(CCC(=O)NCCCc1ccccc1)NCCCc1ccccc1	-8	-20	-4	0.2	-3	-0.52	-2	-25	-10
37	Cc1nc(CN(C)C(=O)c2cc(COc3ccc4ncccc4c3)on2)cs1	-18	-4	-3	0.2	-2	-3.1	6	-20	-5
38	Cc1nc2c(c(=O)c3ccccc3n2C)c(=O)n1C1CCCCCC1	-9	2	3	-0.1	14	-0.84	8	7	0
39	O=c1[nH]c2ccc(S(=O)(=O)N3CCN(c4ccccc4)CC3)cc2[nH]c1=O	-17[20 µM]	0	-1	0.3	0	1.9	10	-12	-3
40	Cc1cccc(-c2noc(-c3ccccc3C(=O)NCC3CCCO3)n2)c1 (stereo unspecified)	-14	-8	6	-0.3	-12	·	27	-9	-6
41	O=C(NCCCN1CCOCC1)c1sc2cc([N+](=O)[O-])ccc2c1Cl	-29	-23	-6	0.4	4	1.1	-5	-2	0
42	COc1ccc(C(=O)N2CCC(c3ccccc3)CC2)c(OC)c1OC	4	-4	-1	-0.5	6	-0.65	4	-4	·
43	CC1=NCCN1S(=O)(=O)c1ccccc1[N+](=O)[O-]	-30	1	4	0.1	0	0.62	13	-26	0
44	O=C(O)c1ccc(Cl)c2c1C1C=CCC1C(c1ccccn1)N2 (stereo unspecified)	-17	-10	7	1.2	-9	-0.19	11	-48	-7
45	CCOC(=O)N1CCN(C(=O)c2ccc3c(c2)ncn3C2CCCC2)CC1	-18	-30	5	-0.5	-2	-0.4	16	27	1
46	Cc1ccc(-n2nnnc2-c2nc3ccccc3s2)cc1	2	-19	-2	0.5	3	0.33	0	-7	-12
47	Cc1ccc(NCc2nnc(SCC(=O)N3CCCCC3)n2CC2CCCO2)c(C)c1 (stereo unspecified)	-9[20 µM]	·	·	-0.5	-1	-1.7	·	·	·
48	COCCNC(=O)C1CC(=O)N(CCc2ccccc2)C1 (stereo unspecified)	-30	-6	-9	0.5	4	·	-9	-4	-14
49	CCOC(=O)Cc1cc(-c2ccc(O)cc2)nc2ccc3ccccc3c12	-2[20 µM]	16	-12	-1.7	·	0.064	-2	28	-2
50	CCc1c(C)nc(Nc2nc(C)c3ccc(OC)cc3n2)[nH]c1=O	-5[20 µM]	-29	-8	-0.4	-8	0.84	8	-145	2

Continuation.
entry	molecule	Furin inhibitor	KLK5 inh	FXIa inh	PERK inh	Rad51 HR inh	KCC2 mod	FXIIa inh	m-calpain inh	thrombin 1536
51	CS(=O)(=O)N(Cc1ccc(Cl)cc1)c1ccc(C(=O)NCC2CCCO2)cc1 (stereo unspecified)	-19	4	2	-0.1	2	0.0028	11	-14	-10
52	O=C(CCl)NC1CCCc2ccccc21 (stereo unspecified)	-8	11	-3	-0.7	2	0.09	7	13	-3
53	CCOC(=O)Cn1c(C)c(C#N)c2ccccc21	-16	-23	-5	-0.1	8	-0.057	10	-43	-2
54	COc1ccc(OC)c2c1nc1n2CCS1	-13	-21	-4	1.1	3	-0.97	5	-4	-3
55	CSCCC(NC(=O)COc1ccccc1)C(=O)N1CCN(c2ccccc2F)CC1 (stereo unspecified)	-10	-4	-7	-1.1	1	-0.62	12	-1	2
56	Cc1ccc(NC(=O)c2ccc(NCCc3ccccc3)c([N+](=O)[O-])c2)cc1F	-1	-16	1	0.1	-28	0.49	7	21	-3
57	COc1ccccc1CNC(=O)COC(=O)Cc1c(F)cccc1Cl	-23	1	4	0.2	4	-1.9	6	20	-2
58	COc1ccc(CNC(=O)CSc2nnc(-c3ccc(NC(C)=O)cc3)n2C)cc1	-10[20 µM]	2	-4	0.2	0	0.073	6	12	-7
59	CCOC(=O)C1CCN(S(=O)(=O)c2cccc(-c3cn4cc(Cl)ccc4n3)c2)CC1	-8[20 µM]	-4	3	-1.2	6	0.12	14	-15	2
60	COc1ccc(OC)c(Nc2ncnc3sc(-c4ccccc4)cc23)c1	-14	-3	-7	0.6	-6	0.77	-1	-223	-7
61	OCCCNc1nc(-c2ccc(Cl)cc2)nnc1-c1ccc(Br)cc1	2	10	-7	-1.9	·	-0.9	2	49	-4
62	COc1cnc(SCc2ccc(Cl)cc2Cl)nc1Cl	-20[20 µM]	5	-2	0.3	-1	0.021	-16	29	-1
63	COc1ccc(NC(=O)c2ccc(C(=O)Nc3ccc(OC)cc3OC)cc2)c(OC)c1	-13	-1	-2	0.3	12	-0.16	4	-9	5
64	CCOC(=O)c1nnc2cc(-c3ccc(Br)cc3)nn2c1C	-21[20 µM]	0	-2	1.4	-3	-0.65	3	-37	-6
65	Cc1cccc(-n2cc3c(=O)n(C)c(=O)n(C)c3c2)c1	-3	3	-4	-0.7	-4	·	4	41	-13
66	CCOC(=O)c1cnc(SCc2nc(N)nc(Nc3ccc(C)cc3)n2)nc1N	-10[20 µM]	-3	1	-1.6	-8	-1.3	0	-26	1
67	C/C=C/C(=O)OCC(=O)Nc1cc(OC)c([N+](=O)[O-])cc1C	-10	2	-1	-0.6	-5	0.19	5	-2	1
68	CC(C)(C)c1cc(C(=O)N/N=C/c2ccccc2O)n(-c2ccccc2)n1	-15	-2	-1	-0.1	-1	-1.3	3	-17	-6
69	Cc1cc(C(=O)NC2CCCC2)on1	-30	-5	0	0.9	1	1.2	5	-17	-3
70	COCCSc1ccccc1C(=O)NCCCn1ccnc1	-6[20 µM]	-2	-9	1.1	3	0.39	-14	1	-8
71	COc1cc(C(CCN2CCCCC2)c2c(OC)cc(OC)c3c(-c4ccccc4)cc(=O)oc23)cc(OC)c1OC (stereo unspecified)	-13	-1	1	·	-10	-0.024	10	-16	0

Structural class, the entries above containing a furan ring, fused or not (two)
entry	molecule	Furin inhibitor	KLK5 inh	FXIa inh	PERK inh	Rad51 HR inh	KCC2 mod	FXIIa inh	m-calpain inh	thrombin 1536
10	O=C(Nc1nc(-c2cccs2)cs1)c1ccco1	-15	0	6	0.4	5	-0.79	8	-18	62*
24	O=C(N/N=C\c1ccc(CNS(=O)(=O)c2ccc(Cl)cc2)o1)C(=O)Nc1ccc(Oc2ccccc2)cc1	-4	-9	4	0.9	-11	0.031	8	20	-5
